EPAC2 agonist = EPAC2 (human) agonism; Q8WZA2; EPAC2 activation, biochemical qHTS; response scale: 100% = 6.5 mM cAMP response; Potency, µM (highest dose often 154 µM), for the others: at the highest dose activation, most hits filed as activators; 360,000 tested, 0.079% active; further: potency means the concentration at half of the fitted maximal effect; nearly all actives have a fitted effect of over 50% in size
Target sequence (Q8WZA2 whole entry, looked up): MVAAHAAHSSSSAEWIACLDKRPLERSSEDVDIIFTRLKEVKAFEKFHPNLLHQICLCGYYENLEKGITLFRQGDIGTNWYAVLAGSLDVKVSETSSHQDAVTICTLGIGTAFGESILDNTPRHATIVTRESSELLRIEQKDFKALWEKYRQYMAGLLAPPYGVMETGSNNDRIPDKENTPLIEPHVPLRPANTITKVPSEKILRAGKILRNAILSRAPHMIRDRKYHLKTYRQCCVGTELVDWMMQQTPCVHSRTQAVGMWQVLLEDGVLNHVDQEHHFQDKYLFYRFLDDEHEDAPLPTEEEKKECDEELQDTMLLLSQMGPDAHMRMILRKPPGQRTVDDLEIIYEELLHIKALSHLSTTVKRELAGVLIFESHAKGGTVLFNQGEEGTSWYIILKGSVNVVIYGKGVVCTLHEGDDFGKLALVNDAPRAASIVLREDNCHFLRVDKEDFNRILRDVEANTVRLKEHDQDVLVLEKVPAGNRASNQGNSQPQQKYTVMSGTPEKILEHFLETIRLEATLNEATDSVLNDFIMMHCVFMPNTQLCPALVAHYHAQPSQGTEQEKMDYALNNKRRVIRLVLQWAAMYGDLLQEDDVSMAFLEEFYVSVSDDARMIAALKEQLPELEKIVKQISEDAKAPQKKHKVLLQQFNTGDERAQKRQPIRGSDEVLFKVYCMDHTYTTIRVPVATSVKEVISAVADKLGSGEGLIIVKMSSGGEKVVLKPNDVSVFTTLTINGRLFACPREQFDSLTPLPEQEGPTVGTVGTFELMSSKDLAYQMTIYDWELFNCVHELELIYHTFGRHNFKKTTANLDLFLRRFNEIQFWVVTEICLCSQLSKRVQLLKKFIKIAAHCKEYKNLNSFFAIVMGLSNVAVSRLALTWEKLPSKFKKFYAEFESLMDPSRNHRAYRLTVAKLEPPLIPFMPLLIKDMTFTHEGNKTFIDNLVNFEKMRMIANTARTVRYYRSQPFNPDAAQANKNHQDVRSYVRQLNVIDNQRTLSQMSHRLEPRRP
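Fluorescence exchange assay: 100 nM EPAC2 with 250 nM RAP1B-BODIPY-GDP and 50 uM GDP; compounds tested as a concentration-titration series (qHTS). Loss of Rap1-bound BODIPY-GDP fluorescence read at 480/540 nm; data normalized to 6.5 mM cAMP.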
PTHR1 agonist = agonists of human PTHR1 parathyroid hormone receptor; 410,000 tested, 0.075% active; Q03431; HEK293 GP2 PTHR1 cells, GloSensor cAMP luminescence, 1 h; Potency, µM (doses to about 115 µM), inactives show top-dose activation, hits mostly activators; AID 743266; further: potency means the concentration at half of the fitted maximal effect; nearly all actives have a fitted effect of over 55% in size; some results filed as inactive show a strong effect at the top dose; inactives centre near -15; many of its hits are not listed in these tables
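HEK-293-derived GP2 cells expressing PTHR1 and a GloSensor cAMP reporter, 3,000/well, plated overnight, given luciferin plus IBMX (each 0.5 mM as added) for 1 h at 37 °C, then compound for 1 h at 37 °C. Luminescence was read after 15 min at room temperature.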
DRD3 agonist = agonists of human D3 dopamine receptor; P35462; D3R DiscoveRx beta-arrestin cells, luminescence, 90 min; max activation, %; 410,000 tested, 0.58% active; in the data active means max activation above about 30%; further: 0% is about no effect; mostly tested at two doses, the higher about 12 µM
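Cells at 1500/well, incubated overnight, then treated with pinned compounds (dopamine as control) for 90 min at 37 degrees C. DiscoveRx reagent added for 30 - 60 minutes at room temperature; luminescence read.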
DRD3 antagonist = antagonists of human D3 dopamine receptor. P35462. D3R cells, DiscoveRx beta-arrestin luminescence, antagonist mode; active compounds read low. max response, negative = inhibition, %. 360,000 tested, 2.5% active; in the data active means max response below about -50%; inconclusive means no clear call, values can overlap the other calls; further: on the % scale 0 is the no-effect control and ±100 the full control effect; mostly tested at two doses, the higher about 12 µM
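Cells expressing the human receptor were seeded at 1500 cells/well, incubated overnight at 37 degrees C in 5% CO2, then exposed to library compounds with dopamine controls for 90 minutes at 37 degrees C before luminescent detection.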
MmCpn inh = blocks the Methanococcus maripaludis chaperonin Mm-Cpn. purified Mm-Cpn ATPase, ADP Transcreener TR-FRET. Potency, µM (titrated, usually from 76.9 µM), without a hit: at the highest dose activity, negative = inhibition, most hits filed as inhibitors. 330,000 tested, 0.031% active; further: potency means the concentration at half of the fitted maximal effect; on the % scale 0 is the no-effect control and ±100 the full control effect; nearly all actives have a fitted effect of over 80% in size
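ATPase read-out: TR-FRET ADP immunoassay (anti-ADP Eu cryptate vs ADP-d2), ex 320 nm, em 590/665 nm; signal drops as ADP forms. Enzyme 25 nM, ATP 10 uM, 30 min at 37°C after 10 min compound preincubation.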
EPAC2 antag = blocks human EPAC2 exchange factor | EPAC2 GEF exchange of Rap1B-BODIPY-GDP, fluorescence | Potency, µM (series often up to 114 µM), for the others: top-dose activity, negative = inhibition, most hits filed as inhibitors | AID 720708 | 360,000 tested, 0.18% active; further: potency means the concentration at half of the fitted maximal effect; on the % scale 0 is the no-effect control and ±100 the full control effect; nearly all actives have a fitted effect of over 45% in size; many of its hits are not listed in these tables
Akt phos inh = Akt phosphorylation inhibition; Neuro2A IGF-stimulated pAkt S473 HTRF, 20 min; active compounds read low; activity change, % for hits at 50 µM; 360,000 tested, 0.32% active; AID 651550; in the data active means activity change below about -80%; inconclusive means mostly about -51% to -80%; further: on the % scale 0 is the no-effect control and ±100 the full control effect
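Neuro2A cells (4,500/well, DMEM with 0.5% FBS) were treated with compound at a single 50 µM final concentration, stimulated with 6 nM IGF for 20 min at 37 °C, and lysed. Phospho-Akt Ser473 was read by HTRF as 665/615 ratio ×10^4.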
CCT chaperon mod = cytosolic chaperonin activity modulation. purified chaperonin ATPase assay, HTRF ADP detection, 30 min. activity change, % (no concentration beside the values), hits read low. 360,000 tested, 0.3% active. AID 651819; in the data active means activity change below about -30%; further: on the % scale 0 is the no-effect control and ±100 the full control effect
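Nucleotide hydrolysis assay: TRiC at 20–40 nM final (set by batch activity) with 10 uM ATP, 30 min at 37 °C, in presence of 76 uM compound. Detection by competitive ADP HTRF, 30 min ambient.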
Active calls of the source: *; i = inactive; ? = inconclusive; nt = no result given; [ ] = remark or other dose. Unless noted, the call rests on the fitted dose curve; in most records, active means well fitted curve in the direction sought with a large enough effect; inconclusive means small, poorly fitted or top-dose-only effect, or another doubt; inactive means no such curve, though single readings can be large; an effect the other way counts as inactive or inconclusive. A portion of the library; rates above refer to the full screens.

SMILES | EPAC2 agonist | PTHR1 agonist | DRD3 agonist | DRD3 antagonist | MmCpn inh | EPAC2 antag | Akt phos inh | CCT chaperon mod
CC(=O)NC1C(=O)N=C(SC(C)C(=O)Nc2cccc(Cl)c2)NC1=O (configuration not stated) | 3% | -2% | 3 | 8 | 1% | 2% | i | -0.8
CCOC(=O)/C(=N/Nc1ccc(Cl)cc1)Sc1nnnn1-c1ccc(C)cc1 | 1% | -31% | -18 | 0 | 5% | -10% | i | -1.4
CCOc1ccccc1N(C)C(=O)C1CCN(S(=O)(=O)c2cccc3nonc23)CC1 | -8% | -24% | 0 | -12 | 0% | -3% | i | -0.1
CC(NC(=O)C1CCN(C(=O)Nc2ccccc2)CC1)c1ccc(Cl)cc1 (configuration not stated) | -2% | -24% | 0 | 2 | 1% | 10% | i | -0.9
CCOC(=O)C1CCCN(C(=O)c2ccc([N+](=O)[O-])cc2)C1 (configuration not stated) | -4% | -23% | 1 | 4 | -2% | 2% | i | -0.4
CCn1c(SCc2cc(=O)n3ccsc3n2)nc2ccccc21 | 4% | i | 2 | 2 | -1% | -1% | i | -11
Cc1cccc(NC(=O)CCc2nnc3ccc(NCc4ccco4)nn23)n1 | -2% | -28% | -5 | -17 | 1% | 6% | nt | -0.3
O=C(c1ccccc1)c1c[nH]c(C(=O)NNc2ccccc2)c1 | 8% | -31%[inhibitor] | 3 | -14 | -7% | -6% | i | -5.9
CCc1ccc(-c2cc(C)no2)cc1S(=O)(=O)N1CCN(c2ccc(OC)cc2)CC1 | 3% | -20% | -14 | -15 | 1% | 2% | i | 2.5
Cc1ccc(C(NC(=O)/C=C\c2ccc3c(c2)OCO3)C(=O)Nc2ccc3c(c2)OCO3)cc1 (configuration not stated) | 6% | i | -28 | -88* | -4% | -1% | i | -1.3
COc1ccc(NC(=O)CC(C(=O)O)C(C)c2ccccc2)cc1 (configuration not stated) | 6% | -3% | 2 | -15 | 2% | -4% | i | -2.4
COc1ccc(Cc2nnc(NC(=O)c3cccc([N+](=O)[O-])c3)s2)cc1 | 2% | -23% | -4 | -13 | -4% | 0% | i | 1.2
CN(C)CCNC(=O)/C(=C/c1ccc(-c2cccc(Cl)c2)o1)NC(=O)c1ccccc1 | -2% | -4% | -2 | 7 | 3% | -4% | i | -5.2
CCCCNC(=O)Cn1cnc([N+](=O)[O-])n1 | 18% | i | 0 | -1 | 0% | 11%[57.1 µM] | i | 0.4
CC(C)C[C@@H](C(=O)O)N(Cc1cccc(CN([C@@H](CC(C)C)C(=O)O)S(C)(=O)=O)c1)S(C)(=O)=O | 4% | i | 5 | -13 | 1% | 24% | i | -0.4
COC(=O)c1cc(OC)c(OC)cc1NC(=S)Nc1cccc(Cl)c1 | 2% | -1%[57.5 µM] | -9 | -66* | -1% | -3% | i | -1.6
CCOC(=O)C1=C(C)NC(=S)NC1c1ccc(OCC(=O)N2CCCCCC2)c(OC)c1 (configuration not stated) | 5% | -1% | 0 | 11 | -7% | 0% | i | -1.6
CC1(C(=O)NC2CCCC2)CCC(=O)N1C1CCN(Cc2ccccc2)CC1 (configuration not stated) | 2% | -21% | 1 | 9 | nt | 5% | i | 0.9
O=c1cc(O)c2c(=O)[nH]c(=O)n(-c3ccccc3)c2[nH]1 | 12% | i | 7 | -9 | 1% | 22% | i | -1.5
O=C(CSCc1ccccc1)Nc1cc([N+](=O)[O-])ccc1F | 7% | -9% | -1 | 8 | 1% | 14% | i | 1.2
O=C(CNC(=O)c1cncc(Br)c1)Nc1ccc(F)c(F)c1F | 5% | i | -2 | -5 | 0% | 2% | i | -2.4
O=c1oc(C2(O)CCCCC2)cc2ccc(-c3ccc4[nH]ccc4c3)cc12 | 4% | i | -13 | -29 | 0% | 2% | i | -0.1
Clc1ccc(NC2(c3nnnn3C3CCCCC3)CCCCC2)cc1 | 8% | -18% | 4 | 6 | 0% | -3% | i | -1.5
O=C(Nc1ccccc1OC(F)F)c1cc2c(s1)CCC2 | 5% | -30% | -1 | 24 | -1% | -3% | i | 0.1
CC(=O)N/C(=C\c1ccccc1)C(=O)N1CCOCC1 | 4% | 4% | -9 | -20 | 0% | -15% | i | 1.3
O=C(/C=C/c1c[nH]c2ccccc12)c1ccccc1 | 21% | -32% | -6 | -6 | 1% | 0% | i | 1.2
COc1ccc(C(=O)NN2C(=O)C3C(c4ccccc4)C=CC(c4ccccc4)C3C2=O)cc1 (configuration not stated) | 10% | i | 4 | -18 | 0% | 1% | i | 0.1
O=C(N/N=C\c1cccs1)c1ccccc1-n1cccc1 | 14% | 5% | 1 | 12 | -7% | 1% | i | -2.9
CCOC(=O)c1cc(NC(=O)c2ccccc2)c(=O)oc1C(F)(F)F | 6% | -25% | -2 | -10 | -1% | 2% | i | -4.4
COc1cc(OC)cc(C(=O)N2CCN(Cc3ccccc3Br)CC2)c1 | 8% | -45%[inhibitor] | -9 | 2 | -1% | -18% | i | 0.4
CCOc1ccccc1N1CCN(C(=O)c2ccc(S(=O)(=O)Nc3ccccc3)cc2)CC1 | 0% | -48%[inhibitor] | 8 | 64 | 2% | -22% | i | 0.4
O=C1NNC(c2ccccc2)=N/C1=C\c1ccccc1Cl | 26% | -1% | -1 | -14 | -5% | ? | i | 1.6
C[C@H]1CN([C@@H](C)CO)C(=O)c2cccc(NC(=O)C3CC3)c2O[C@H]1CN(C)S(=O)(=O)c1cccs1 | -13% | i | 0 | 41 | 1% | -6% | i | 1.3
CCc1ccccc1N(CC(=O)NC1CCCCC1)C(=O)CNC(=O)c1ccco1 | 6% | -19% | 14 | 8 | 0% | 7% | i | 1.3
CCNC(=O)NC(C(=O)OC)C12CC3CC(CC(C3)C1)C2 (configuration not stated) | 6% | -13% | 2 | 2 | 0% | 8% | i | -0.1
COc1ccc(/C=C/C(=O)Nc2cccc(S(=O)(=O)N3CCCC3)c2)cc1OC | 10% | -62%[inhibitor] | 6 | 37 | -4% | -3% | i | 3.1
CCCNC(=O)CN(C)C(=O)c1n[nH]c2ccccc12 | -3% | -1%[57.5 µM] | 1 | 1 | -2% | 3% | i | -1.4
CC(C)c1nc(NCCO)c2nnn(Cc3ccccc3)c2n1 | 8% | i | 1 | 5 | -1% | -2% | i | 0.2
CCCCN(C(=O)CCNC(=O)NC12CC3CC(CC(C3)C1)C2)c1c(N)n(CCC)c(=O)[nH]c1=O | 5% | ? | -1 | -6 | -3% | 14% | i | 0.5
CCOC(=O)c1c(NC(=O)CSc2nnnn2-c2ccccc2)sc2c1CCC(C)C2 (configuration not stated) | -6% | i | 4 | 0 | 1% | -6% | i | -2.1
O=C(NCCCN1CCOCC1)c1ccc2c(c1)N(Cc1cccc(Cl)c1)C(=O)CS2 | 5% | -12% | -12 | -19 | 0% | 1% | i | 0.6
COc1ccc(NS(=O)(=O)c2ccc(NC(=O)c3ccc(CN4CCOCC4)cc3)cc2)cc1 | 6% | -15% | -14 | 15 | -5% | 0% | i | -2.3
CCOc1ccc(N2C(=O)CC(N3CCC(NC(=O)Nc4ccccc4)CC3)C2=O)cc1 (configuration not stated) | -14% | i | -1 | 15 | 1% | 30%[activator] | i | 0.9
O=C(CSc1nc(C2CCCCC2)n(-c2ccccc2)n1)NCC(F)(F)F | -2% | -11% | -2 | -4 | 1% | -4% | i | 0.3
Cc1c(N2CCCC2)cc2c(c1N)C(C)(C)CC2(C)C | -5% | -36% | 10 | 7 | -1% | -8% | i | -1.7
Cc1c(C(=O)NN)sc(-c2ccccc2)c1C#N | 2% | i | -2 | -16 | -2% | 1% | i | -0.2
CC(=O)Nc1ccc(C(=O)OCC(=O)NCCC2=CCCCC2)cc1 | 14% | i | -5 | 7 | 1% | 7% | i | -1.3
CC1CN(S(=O)(=O)c2cccc(C(=O)N(C)C3CCCCC3)c2)CC(C)O1 (configuration not stated) | 6% | -23% | 6 | 39 | nt | 0% | i | -0.8
Oc1ccc(-c2[nH]ncc2-c2nc3ccccc3s2)c(O)c1 | -2% | -14% | 10 | -3 | 1% | 3% | i | -0.6
CC(C(=O)N(C)C)N(C#N)c1nc(N(C)C)nc(N(C)C)n1 (configuration not stated) | 6% | i | 3 | 6 | 0% | 0% | i | -2.1
CCOc1ccc(/C=N/OCC(=O)Nc2ccc(OCc3ccccc3)cc2)cc1OC | 2% | -5% | -13 | -26 | 2% | 4% | i | 0.5
O=C(O)CCC(=O)NNC(=O)c1cccc(Br)c1 | -4% | -2% | 3 | -24 | 1% | 5% | i | -0.2
Cc1ccc(C)c(SCc2noc(C(=O)NCC3CCCO3)c2C(=O)O)c1 (configuration not stated) | 7% | i | 13 | 15 | -4% | -9% | i | 0.6
CCN(CCn1cccn1)Cc1nc(-c2ccc(OC)cc2)no1 | -3% | -18% | -10 | 3 | 0% | -4% | i | 0.1
Cc1ccc(NC2CCCN(C(=O)c3cc(C(C)C)[nH]n3)C2)cc1C (configuration not stated) | 8% | -27% | 3 | ? | -2% | 11% | i | 2.1
O=C(CNC(=O)c1cc(Cl)cc([N+](=O)[O-])c1)NC1CC1 | 4% | -18% | 1 | 0 | 0% | 9% | i | 0.1
CCCN(CCC)S(=O)(=O)c1cc(Br)cc2c1N(C(=O)CC)CC2 | 6% | -8% | 7 | 24 | -5% | -6% | i | 0.3

In another format: results already given
SMILES,EPAC2 agonist,PTHR1 agonist,DRD3 agonist,DRD3 antagonist,MmCpn inh,EPAC2 antag,Akt phos inh,CCT chaperon mod
Cc1c(C(=O)NN)sc(-c2ccccc2)c1C#N,2%,i,-2,-16,-2%,1%,i,-0.2
CC(=O)Nc1ccc(C(=O)OCC(=O)NCCC2=CCCCC2)cc1,14%,i,-5,7,1%,7%,i,-1.3

In the list so far, these contain a CF3 group:
SMILES | EPAC2 agonist | PTHR1 agonist | DRD3 agonist | DRD3 antagonist | MmCpn inh | EPAC2 antag | Akt phos inh | CCT chaperon mod
CCOC(=O)c1cc(NC(=O)c2ccccc2)c(=O)oc1C(F)(F)F | 6% | -25% | -2 | -10 | -1% | 2% | i | -4.4
O=C(CSc1nc(C2CCCCC2)n(-c2ccccc2)n1)NCC(F)(F)F | -2% | -11% | -2 | -4 | 1% | -4% | i | 0.3
